# Screens: PubChem BioAssay, several laboratories
# STAT3 act = activators of IL-6 induced STAT3 signaling; 190,000 tested, 0.91% active; U3A cells, IL-6 STAT3-luciferase reporter, luminescence; 100% = signal with IL-6 EC80 alone; activation (% of control), % at 5.6 µM;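 active means activation above the screen-wide mean of compound activation plus 3 SD, cut at about 130% in these data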;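 further: 0% = background luminescence of wells with medium and substrate only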
#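 Assay system – human STAT1-deficient U3A cells with stable STAT3-luciferase reporter · Also added – IL-6 (33 ng/mL) · Schedule – compound 1 h, then IL-6 6 h at 37 °C · Technique – reporter luminescence signal · Evaluation – % activation versus median of IL-6-stimulated wells · Benchmarks – IL-6-only wells as 100% reference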
# PPARg SRC-2 ag = agonists of SRC-2 recruitment by human PPARgamma | 200,000 tested, 0.34% active | PPARgamma LBD-SRC-2 recruitment, biochemical | P37231 | activation, % at 8 µM; in the data active means activation above about 22%;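 further: 0% = vehicle and 100% = reference agonist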
# PPARg SRC3 recr = agonists of human PPARgamma SRC-3 coactivator recruitment. biochemical PPARgamma/SRC-3 coactivator recruitment assay. activation, % at 8 µM. 200,000 tested, 0.26% active. AID 731; in the data active means activation above about 23%;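 further: 0% = DMSO and 100% = reference agonist; some compounds past the cut are filed as inactive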
# TR-FRET SRC-2 ct = flags TR-FRET format artefacts in PPARgamma SRC-2 recruitment agonist screen; TR-FRET ratio at 8 µM; TR-FRET artefact counter-screen; hits give high values; AID 1049; 200,000 tested, 0.4% active; in the data active means TR-FRET ratio above about 2000; further: inactives centre near 1500
# ROMK mod = human ROMK K+ channel modulation, primary screen. 130,000 tested, 2% active. AID 1918. P48048. Tet-inducible ROMK, thallium flux fluorescence; actives lie on both sides. B-score at 10 µM;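 active means signal ratio slope over the read window, or its plate-corrected B-score, at least 3 SD from the plate mean, either direction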;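 further: B-score of the F/F0 ratio slope over 7 to 12 s after thallium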
# Target sequence (P48048 whole entry, looked up): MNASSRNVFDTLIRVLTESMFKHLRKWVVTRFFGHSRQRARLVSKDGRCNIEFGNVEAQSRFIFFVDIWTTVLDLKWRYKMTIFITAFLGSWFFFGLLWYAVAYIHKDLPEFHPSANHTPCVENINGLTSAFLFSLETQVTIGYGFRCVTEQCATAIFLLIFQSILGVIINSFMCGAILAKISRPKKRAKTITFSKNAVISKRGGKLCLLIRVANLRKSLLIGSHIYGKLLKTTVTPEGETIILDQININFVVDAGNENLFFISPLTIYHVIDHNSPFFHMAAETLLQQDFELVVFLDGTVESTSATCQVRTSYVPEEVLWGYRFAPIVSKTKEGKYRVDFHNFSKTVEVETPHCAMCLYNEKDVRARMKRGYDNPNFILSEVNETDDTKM
# S1P3 antag = S1P3 (human) receptor antagonism; Q99500; CHO S1P3 NFAT-BLA reporter, FRET fluorescence, antagonist mode; inhibition, % at 4.98 µM; 170,000 tested, 0.27% active; AID 485;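 active means inhibition above the plate cutoff, the mean inhibition of test wells on that plate plus 3 SD, cut at about 28% in these data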;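 further: cells challenged with S1P at its EC80 of 0.8 µM; blue over green emission ratio from cleaved BLA substrate after 4 h stimulation; 0% = S1P-stimulated wells and 100% = unstimulated DMSO-only wells; some compounds past the cut are filed as inactive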
# Target sequence (Q99500 whole entry, looked up): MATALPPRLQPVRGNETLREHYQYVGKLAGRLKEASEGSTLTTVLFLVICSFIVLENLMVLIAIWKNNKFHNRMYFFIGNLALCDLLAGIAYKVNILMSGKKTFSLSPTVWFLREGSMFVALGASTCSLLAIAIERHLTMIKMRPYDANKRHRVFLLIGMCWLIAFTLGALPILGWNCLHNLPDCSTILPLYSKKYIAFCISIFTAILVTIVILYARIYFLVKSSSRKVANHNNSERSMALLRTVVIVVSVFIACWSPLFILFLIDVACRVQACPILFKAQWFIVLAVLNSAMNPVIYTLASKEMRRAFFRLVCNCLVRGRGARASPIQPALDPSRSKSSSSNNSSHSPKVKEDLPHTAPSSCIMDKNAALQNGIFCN
# STAT3 blocker = reduces IL-6 driven STAT3 reporter signal | U3A cells, IL-6 STAT3-luciferase reporter, luminescence; host cell line lacks STAT1 | inhibition, % at 5.5 µM | 190,000 tested, 0.89% active | AID 862;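 active means inhibition above the mean inhibition across all screened compounds plus 3 SD, cut at about 44% in these data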;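 further: 0% = DMSO only wells and 100% = 100 µM nifuroxazide control wells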
# PPARg SRC1 recr = promotes SRC-1 coactivator recruitment by human PPARgamma; P37231; activation, % at 8 µM; PPARgamma-SRC-1 coactivator recruitment biochemical assay; 200,000 tested, 0.41% active; in the data active means activation above about 19%;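 further: 0% = DMSO and 100% = reference agonist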
# RAM network inh = blocks the yeast RAM network; S. cerevisiae dse1pr::URA3 reporter, 5-FOA growth OD615, 2 d; analog-sensitive cbk1-as2 kinase mutant strain; inhibition, % at 50 µM; 190,000 tested, 1.8% active; AID 868;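 active means inhibition above a set limit, 3 SD over mean compound inhibition, cut at about 8.4% in these data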;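 further: 0% = DMSO-only wells with no growth and 100% = 10 µM 1-NA-PP1 full growth; inhibition rescues growth on 5-FOA so higher OD means more RAM inhibition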
# STAT1 inh = STAT1 signaling inhibition; 200,000 tested, 0.35% active; inhibition, % at 5.5 µM; NIH 3T3 STAT1-luciferase reporter, IFN-gamma, luminescence;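 active means inhibition above a set limit, the mean inhibition across all tested compounds plus 3 SD, cut at about 34% in these data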;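 further: 0% = IFN-gamma with DMSO and 100% = IFN-gamma with 300 µM nifuroxazide; values of inactives mirror those of a sister screen read the other way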
# TLR4 MyD88 comp = blocks binding of human TLR4 to MyD88; O00206+Q99836; HeLa CL3-4 TLR4/MyD88 BLA complementation, FRET ratio; inhibition, % at 8.4 µM; 200,000 tested, 0.18% active; AID 861; in the data active means inhibition above about 25%;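 further: 0% = vehicle and 100% = reference inhibitor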
# Active calls of the source: *; . = not tested or not shown.
SMILES,STAT3 act,PPARg SRC-2 ag,PPARg SRC3 recr,TR-FRET SRC-2 ct,ROMK mod,S1P3 antag,STAT3 blocker,PPARg SRC1 recr,RAM network inh,STAT1 inh,TLR4 MyD88 comp
CCSc1nc2ccccc2n1CC(=O)N1CCOCC1,93.8,9.7,-0.8,1563,0.227,4.8,10.6,2.7,0.0,0.8,-5.7
O=C(O)CSCCOc1ccc(OCCSCC(=O)O)cc1,105.3,1.8,-3.8,1472,0.659,-11.3,-5.1,-2.1,0.0,5.2,-6.0
O=C(NCc1ccc2c(c1)OCO2)c1ccc(CSCc2cccc(Cl)c2)o1,98.1,6.4,0.0,1767,0.0784,-11.0,-0.2,3.8,8.8*,3.6,2.2
Cn1c(=O)c2c(nc(N3CCCCCC3)n2CC(O)COc2ccc(Cl)cc2)n(C)c1=O (stereo unspecified),110.0,-4.2,-1.2,1514,.,-30.7,-6.1,12.2,-0.8,10.0,1.9
Nc1nc(-c2ccc([N+](=O)[O-])cc2)cs1,103.5,0.1,-1.1,1484,.,-0.1,-5.7,0.8,2.4,-6.2,9.1
COc1ccc(-c2cc(-c3n[nH]c(=S)n3-c3ccccc3Cl)[nH]n2)cc1,104.7,3.3,3.4,1538,0.385,-29.2,4.2,9.6,6.9,6.3,-6.5
CC(C)(C)c1ccc(C(=O)NNC(=O)Cc2ccccc2)cc1,114.5,10.3,14.6,1677,.,.,-16.0,-1.2,-0.1,-7.9,0.9
O=C(c1ccccc1Br)N1CCCC(c2nc(-c3cccs3)no2)C1 (stereo unspecified),105.2,11.5,5.2,1601,0,-5.5,-1.4,6.3,2.1,-9.9,8.7
Cc1ccc(NC(=O)CSc2nc(N)cc(=O)[nH]2)cc1Cl,110.5,-6.5,-4.2,1350,0.804,-6.2,-11.6,-1.4,2.0,-8.2,-1.3
CCOC(=O)C1=C(C)NC(C)=C(C(=O)OCC)C1c1cccs1,93.3,-3.7,-4.6,1541,.,-7.7,7.4,2.7,-1.6,12.5,3.3
CCCCOC(=O)/C(=C/C=C/c1ccccc1)NC(=O)c1ccccc1,101.2,-0.7,2.5,1523,-0.466,14.4,1.0,0.0,1.1,-18.7,6.2
Cc1cccc(-c2nnc(SCc3cc(=O)[nH]c4ccccc34)n2C)c1,94.0,0.3,1.2,1639,.,-19.3,10.0,2.2,5.1,-4.9,3.3
CC1(c2ccccc2)NC(=O)N(CCOc2ccccc2)C1=O (stereo unspecified),103.0,-9.2,-7.7,1462,.,8.0,2.9,-4.7,2.2,4.1,14.7
COc1cccc(/C(O)=C2/C(=O)C(=O)N(Cc3cccnc3)C2c2ccco2)c1 (stereo unspecified),104.1,2.8,10.2,1637,.,.,4.9,12.1,3.5,-5.1,2.3
Cc1c(C(=O)OC2CCCCC2)sc2nc[nH]c(=O)c12,90.7,-5.4,-8.7,1423,-0.481,-15.3,14.0,-1.0,4.6,-11.5,7.5

# Next section (3 carried over from the part before).
SMILES,STAT3 act,PPARg SRC-2 ag,PPARg SRC3 recr,TR-FRET SRC-2 ct,ROMK mod,S1P3 antag,STAT3 blocker,PPARg SRC1 recr,RAM network inh,STAT1 inh,TLR4 MyD88 comp
CC1(c2ccccc2)NC(=O)N(CCOc2ccccc2)C1=O (stereo unspecified),103.0,-9.2,-7.7,1462,.,8.0,2.9,-4.7,2.2,4.1,14.7
COc1cccc(/C(O)=C2/C(=O)C(=O)N(Cc3cccnc3)C2c2ccco2)c1 (stereo unspecified),104.1,2.8,10.2,1637,.,.,4.9,12.1,3.5,-5.1,2.3
Cc1c(C(=O)OC2CCCCC2)sc2nc[nH]c(=O)c12,90.7,-5.4,-8.7,1423,-0.481,-15.3,14.0,-1.0,4.6,-11.5,7.5
CCOC(=O)N1CCN(c2ccc(C(=O)c3ccccc3)cc2F)CC1,101.6,-4.0,3.2,1378,.,6.1,7.0,0.9,0.9,-19.7,-5.9
COC(=O)N1N=C(c2ccc(Br)cc2)CC1(O)C(F)(F)F (stereo unspecified),95.0,3.6,5.7,1556,.,18.1,8.7,8.7,0.7,-15.4,-6.3
CCSc1ccccc1C(=O)n1nnc2ccccc21,117.7,11.2,11.6,1512,-0.491,20.9,-15.8,-0.5,0.3,14.5,13.5
Cc1cc(COc2ccccc2OCc2cc(C)no2)on1,104.6,7.4,7.2,1547,0.189,-6.2,-2.7,4.6,1.8,7.7,-0.8
Cc1cccc(COCC(CC(C)C)N2CCN(C(=O)c3ccc(C(C)(C)C)cc3)CCC2=O)c1 (stereo unspecified),95.5,8.3,-4.4,1350,-3.02,7.3,2.5,-4.0,1.9,2.3,-2.8
CCOC(=O)c1[nH]c(C)c(C(=O)NCCCOC(C)C)c1C,102.9,13.0,6.5,1449,1.6,3.8,0.9,4.0,2.2,-6.6,16.5
O=C(c1noc2c1CCc1ccccc1-2)N1CCCc2ccccc21,96.3,7.1,2.2,1611,.,5.2,7.9,1.6,5.8,-1.3,-2.1
O=C(/C=C/c1ccc([N+](=O)[O-])s1)N1CCCC1,95.5,-3.1,1.6,1425,-0.772,1.4,7.7,-0.6,-1.1,11.9,10.4
Cc1ccc(O)c(NC(=S)NC(=O)/C=C/c2ccco2)c1,107.7,-0.4,-1.7,1543,1.55,-17.4,-5.3,5.8,7.0,-0.7,10.9
O=C1OCCN1C(=O)[C@H]1[C@H](c2ccc([N+](=O)[O-])cc2)C(c2cccc(Cl)c2)=NN1c1ccccc1,103.7,15.2,4.7,1561,0.0448,-5.4,-7.3,7.0,6.1,2.7,2.8
CCOc1c2ccc(C(=O)NCc3ccco3)cc2nn1CCOC,97.6,9.6,-10.2,1506,.,.,7.8,-1.2,-0.4,3.2,-2.2
O=C(CSc1ncn[nH]1)Nc1c(F)cc(F)cc1Br,100.9,2.8,-6.7,1580,.,.,2.4,0.3,0.5,-5.4,3.3
COc1ccc(-c2cc(C3CCN(C(=O)OC(C)(C)C)CC3)[nH]n2)cc1,92.2,8.0,-1.7,1501,1.03,6.5,19.3,-4.7,1.1,-11.3,4.5
CC(C)NC1CS(=O)(=O)CC1O (stereo unspecified),96.3,8.7,1.4,1669,0.109,.,4.6,6.4,-0.1,6.0,-4.8
CCOC(=O)C1CCCN(C(=O)/C=C/c2ccccc2[N+](=O)[O-])C1 (stereo unspecified),101.4,-7.3,1.5,1509,0.496,4.2,-4.0,3.4,0.4,-1.4,-7.0
O=C(Cn1nc(C(=O)O)c2ccccc2c1=O)NCCC1=CCCCC1,105.5,10.3,1.6,1545,.,-40.4,0.2,0.6,0.2,-3.0,6.8
COc1ccc(Cl)cc1NC(=O)CS(=O)(=O)c1cccc2nsnc12,98.8,-4.1,0.3,1504,.,.,10.4,3.6,3.6,-3.1,0.5
COc1ccc(OC)c(/C(O)=C/C(=O)C(=O)Nc2ccccc2OC)c1,92.2,10.3,4.5,1685,-0.0236,.,14.5,-4.9,3.5,4.9,-6.6
Cc1ccccc1NC(=O)c1cc([N+](=O)[O-])ccc1NCCN1C(=O)CCC1=O,106.8,2.0,1.7,1552,-1.05,-9.9,-1.8,-1.2,8.1,2.6,-19.5
O=C(CCCCn1c(=O)[nH]c2ccccc2c1=O)NCCc1c[nH]c2ccccc12,104.0,3.5,3.1,1495,0.94,17.4,-4.8,3.2,-0.8,-13.5,4.0
CC(=O)OCc1cc2cccc(C)c2[nH]c1=O,101.0,1.6,-10.8,1572,-0.907,-2.6,0.8,-5.4,0.8,-2.1,7.5
O=C(Nc1ccccc1Cl)C1C2CCC3C(CCC21)C3(Cl)Cl (stereo unspecified),94.7,2.0,10.8,1628,-0.43,-3.7,10.5,17.7,2.7,6.0,-2.5
CCCn1c(NCCO)nc2ccccc21,99.5,-1.0,3.6,1543,0.012,.,4.1,4.6,0.3,3.5,-6.4
Cc1ccc(-c2nnn(CC(=O)N(c3ccccc3)C(C(=O)NCC3CCCO3)c3ccc(Cl)cc3)n2)cc1 (stereo unspecified),92.6,7.5,-1.3,1624,.,.,14.7,-0.7,6.0,-1.5,-7.8
Cc1nn(-c2ccccc2)c(Cl)c1C(=O)Nc1ccccc1,99.0,11.9,-3.6,1579,.,.,7.3,6.9,6.5,-8.0,11.1
COc1ccc(CN2C(=O)CCC2(C)C(=O)NC2CCCC2)c(OC)c1 (stereo unspecified),92.9,-3.4,3.5,1377,0.448,-3.8,8.1,-6.4,0.3,-8.8,1.0
Cc1onc(-c2ccccc2)c1C(=O)Nc1nc2c(s1)C(=O)CC(C)(C)C2,92.9,-4.3,0.1,1520,.,.,12.2,-2.8,1.8,-3.2,5.9
Cc1ccc(S(=O)(=O)c2nc(Nc3ccccc3C#N)sc2Cl)cc1,91.1,-3.2,-0.3,1446,.,-8.9,14.9,3.9,4.1,-1.2,-16.8
Cn1c(/C(C#N)=C(\O)c2ccc(S(=O)(=O)N3CCCCC3)cc2)nc2ccccc21,78.0,-7.2,-5.8,1554,.,-49.7,29.0,6.5,5.1,-8.9,12.3
CC(=O)c1ccc(OCC(O)CN2CCN(CC(O)COc3ccc(C(C)=O)cc3)CC2)cc1 (stereo unspecified),101.4,4.5,-4.2,1204,0.0114,.,1.6,-2.2,2.5,2.8,2.5
O=C(Nc1ccccc1)c1ccccc1CC[N+](=O)[O-],102.2,3.5,6.9,1515,.,.,6.9,5.5,-0.4,-10.1,2.8
NC(=O)c1ccc(NC(=O)COC(=O)CCCN2C(=O)c3cccc4cccc(c34)C2=O)cc1,91.3,-8.2,-1.6,1516,0.08,-9.0,9.3,-5.4,6.6,-7.4,-1.3
O=C(O)CCC(=O)N1CCC(C(=O)c2cccc(Cl)c2)CC1,107.1,2.0,0.8,1579,-0.11,-22.3,-5.9,5.0,0.8,1.9,-5.1
O=c1cc(N2CCOCC2)[nH]c(=O)n1-c1ccc(Br)cc1,102.3,-8.6,-8.8,1605,.,15.2,6.3,0.9,-0.7,2.9,-7.8
O=C1Nc2ccccc2C12Nc1ccccc1-c1nc3ccccc3n12 (stereo unspecified),104.2,-1.7,3.9,1375,-0.385,8.6,-2.2,-2.1,0.7,-4.3,9.8
COC(=O)c1sc(NC(=O)CSc2nnnn2-c2ccc(C)cc2C)nc1C,102.4,12.3,-1.1,1565,.,5.4,2.5,-0.3,2.9,4.2,0.9
CC(C1CC1)N(Cc1ccccc1)C(=O)NC(=O)c1ccc(F)cc1 (stereo unspecified),106.4,-3.7,0.1,1755,-0.798,-12.8,-5.3,-3.7,2.8,-3.7,-3.6
CCSC1(SCC)N=C(N)C2(C#N)C(c3ccccc3)NC(C)=C(C)C12C#N (stereo unspecified),104.3,4.4,13.9,1596,.,-1.7,0.7,6.6,5.0,3.2,4.8
O=C(c1c(F)cccc1F)N1CCN(c2ncccn2)CC1,102.8,5.9,-9.2,1598,.,.,-1.9,1.9,1.6,4.3,6.0
